High-throughput results from PubChem BioAssay.
CaV13 FRET inh = Primary screen for inhibitors of IQ motif and Ca2+-dependent inactivation inhibitor domain binding in CACNA1D, Förster resonance energy transfer in living cells, … | HEK cells, CFP/YFP FRET ICDI-IQ, plate reader, 10 min; percent FRET-ratio fall versus neutral wells | inhibition, % at 12.3 µM | 340,000 compounds, 0.098% hits;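 active = mean replicate inhibition of at least 30% and at least 1% of replicates passing that level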;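 also: 0% = median of the neutral control wells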
HTR2A ag = mouse Htr2a agonists via beta-arrestin recruitment, primary screen, cell-based, luminescence; 5-hydroxytryptamine receptor 2A (Mus musculus), P35363; CHO-K1 mHTR2A beta-arrestin complementation; percent of 30 µM serotonin response; activation, % at 7.6 µM; 360,000 compounds, 0.66% hits; AID 624169, 2012;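 active = activation above a run cutoff, the mean activation of all tested compounds plus 3 SD, cut at about 14% in these data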;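 also: 0% = plate median of compound wells and 100% = 30 µM serotonin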
Target sequence (P35363 whole entry, looked up): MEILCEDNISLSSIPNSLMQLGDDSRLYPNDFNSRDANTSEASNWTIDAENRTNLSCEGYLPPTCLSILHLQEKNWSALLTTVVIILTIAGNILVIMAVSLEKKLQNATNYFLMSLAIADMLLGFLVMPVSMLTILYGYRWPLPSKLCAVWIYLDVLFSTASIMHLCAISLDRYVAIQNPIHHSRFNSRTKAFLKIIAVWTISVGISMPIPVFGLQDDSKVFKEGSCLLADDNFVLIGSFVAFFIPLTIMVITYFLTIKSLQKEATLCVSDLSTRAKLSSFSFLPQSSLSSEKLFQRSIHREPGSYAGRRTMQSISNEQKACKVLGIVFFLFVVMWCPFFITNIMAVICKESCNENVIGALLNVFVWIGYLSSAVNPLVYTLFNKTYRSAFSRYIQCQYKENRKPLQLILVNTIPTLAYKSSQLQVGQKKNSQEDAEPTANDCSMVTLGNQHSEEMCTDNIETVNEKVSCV
PDI turbidity = inhibitors of human PDI, primary screen, biochemical, turbidity, single point, plate reader; inhibition, % at 10 µM; PDI insulin aggregation turbidity, A650, 90 min; Protein disulfide-isomerase (Homo sapiens), P07237; 350,000 compounds, 0.052% hits; AID 588391, 2011;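 active = mean inhibition across replicates of 30% or more, whatever share of single replicates reach that level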;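 also: absorbance from insulin aggregation driven by PDI reduction with DTT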
Target sequence (P07237 whole entry, looked up): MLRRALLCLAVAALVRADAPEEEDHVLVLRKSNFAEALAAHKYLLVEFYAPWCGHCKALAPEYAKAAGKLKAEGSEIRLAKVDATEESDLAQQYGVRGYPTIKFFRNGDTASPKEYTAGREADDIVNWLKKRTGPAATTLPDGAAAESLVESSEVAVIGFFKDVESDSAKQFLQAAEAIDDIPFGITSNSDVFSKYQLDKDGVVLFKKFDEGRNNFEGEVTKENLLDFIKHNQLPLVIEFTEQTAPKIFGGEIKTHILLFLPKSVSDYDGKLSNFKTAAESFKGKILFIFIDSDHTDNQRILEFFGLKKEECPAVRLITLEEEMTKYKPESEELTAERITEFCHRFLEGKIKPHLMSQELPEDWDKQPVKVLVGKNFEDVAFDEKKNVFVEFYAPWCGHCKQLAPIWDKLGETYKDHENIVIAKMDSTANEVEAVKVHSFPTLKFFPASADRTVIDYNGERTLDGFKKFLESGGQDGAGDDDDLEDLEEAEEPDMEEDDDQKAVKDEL
NR2E3 ag-1 = inhibitors of NR2E3-RetCOR corepressor binding, primary screen, NR2E3 agonist project, biochemical, TR-FRET, GST-NR2E3, biotin-RetCOR. Photoreceptor-specific nuclear receptor (Homo sapiens), Q9Y5X4. 1536-well. inhibition of corepressor binding, % at 4.78 µM. 320,000 compounds, 0.12% hits. AID 2300, 2010;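 active = percent inhibition above the cutoff of mean plus 3 SD of all tested compounds, set per screening campaign, cut at about 20% in these data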;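 also: 0% = DMSO wells and 100% = biotin wells as full block of FRET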
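System: GST-NR2E3 and biotin-RetCOR proteins; probe or stimulus: 7 nM biotin-RetCOR; doses: compound at 4.8 µM, single dose; schedule: Compound–protein incubation for 5 h at 4 °C; detection: time-resolved FRET; read-out: percent inhibition; controls: biotin wells as high control, 0.6% DMSO wells as low control; format: 1536-well plates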
HIF-2a inh = HIF-2a reporter inhibitors, primary screen, luminescence, 786-0 RCC cells; 786-0 RCC cells HIF-2a reporter, luciferase luminescence, overnight; inhibition, % at 18.8 µM; 360,000 compounds, 0.72% hits; AID 624352, 2012;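 active = inhibition of the luminescence signal of 40% or more relative to plate controls, in a single-dose primary screen at 18.75 µM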
NR2E3 ag-2 = NR2E3 agonists in two-hybrid cells, primary screen, cell-based, luminescence, CHO-S, Gal4-NCOR/VP16-NR2E3 | Photoreceptor-specific nuclear receptor (Homo sapiens), Q9Y5X4 | luciferase | inhibition of corepressor binding, % at 3.98 µM | 360,000 compounds, 0.35% hits | AID 602229, 2012;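 active = inhibition above the mean of all tested compounds plus 3 SD, cut at about 70% in these data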;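 also: 0% = DMSO with NR2E3 transfected cells and 100% = cells lacking NR2E3 construct; higher means lower luciferase signal from less NR2E3 corepressor binding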
TRPM1 prom inh = inhibitors of MITF-dependent TRPM1 promoter reporter, primary screen, cell-based, SK-MEL-5, single point, luciferase. SK-MEL-5 TRPM1 promoter luciferase, 24 h. inhibition, % at 12.5 µM. 330,000 compounds, 0.83% hits. AID 488899, 2010;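 active = mean inhibition across replicates of 60% or more, whatever share of single replicates reaches that level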; also: values of inactives mirror those of a sister screen read the other way
H9c2 protect = cardioprotection against H2O2-induced cell death, primary screen, uHTS, H9c2 cells, ATPLite luminescence; 360,000 compounds, 0.63% hits; AID 588492, 2011; H9c2 cardiomyocytes, H2O2 injury protection, 2 h; protection from H2O2 cell death, % at 20 µM;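 active = compounds giving at least 50% protection of heart cells from peroxide-induced death in the single-dose screen, raw or plate-pattern-corrected value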;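 also: 0% = DMSO wells with peroxide and 100% = DMSO wells without peroxide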
Peg3 prom inh = Peg3 promoter-driven luciferase inhibitors, primary screen, cell-based, HeLa, luciferase luminescence; AID 588405, 2011; 360,000 compounds, 1.7% hits; inhibition, % at 20 µM; HeLa PEG-Prom luciferase reporter, overnight;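 active = inhibition of at least 50% at 20 µM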
hiPSC survival = enhancers of single-cell hiPSC survival, primary screen, ATPlite luminescence; 360,000 compounds, 0.044% hits; survival enhancement, % at 20 µM; AID 602274, 2012; 100% = ROCK inhibitor wells, 0% = DMSO; in the data active = survival enhancement above about 18%;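 also: cells exposed to compounds for 16 hours before the ATP read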
Shn3 3UTR inh = reduction of Shn3 3'UTR firefly luciferase signal, primary screen, Schnurri-3 inhibitor project, cell-based, Clone20 osteoblasts, set 2; AID 588674, 2011; Clone20 osteoblast Shn3 3'UTR firefly luciferase, 24 h; 360,000 compounds, 0.52% hits; inhibition, % at 12.5 µM;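 active = mean inhibition of at least 75% with every replicate also reaching 75%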;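 also: 0% = median of neutral control wells and 100% = pilot-screen positive control compound; some compounds past the cut are filed as inactive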
Active calls of the source: *.

Screening COc1cccc(-n2nnc3c(=O)n(CC(=O)Nc4ccc(C)cc4)cnc32)c1 returned CaV13 FRET inh -5, HTR2A ag -1, PDI turbidity 11, NR2E3 ag-1 -1, HIF-2a inh 13, NR2E3 ag-2 1, TRPM1 prom inh 3, H9c2 protect -2, Peg3 prom inh 13, hiPSC survival -0.7 and Shn3 3UTR inh 2.
Screening COC(=O)c1ccc(NC(=S)NCCCN2CCCC2=O)cc1 returned CaV13 FRET inh 0, HTR2A ag -1, PDI turbidity 4, NR2E3 ag-1 -1, HIF-2a inh -7, NR2E3 ag-2 -8, TRPM1 prom inh -4, H9c2 protect -5, Peg3 prom inh 0, hiPSC survival -0.4 and Shn3 3UTR inh -15.
O=C(O)c1ccccc1C(=O)Nc1ccc(-n2ccc(C(F)(F)F)n2)cc1 was read as CaV13 FRET inh -4, HTR2A ag -2, PDI turbidity 5, NR2E3 ag-1 4, HIF-2a inh 3, NR2E3 ag-2 -17, TRPM1 prom inh -74, H9c2 protect 3, Peg3 prom inh 0, hiPSC survival -0.4 and Shn3 3UTR inh -2.
For CCN1CCN(c2ccc(Cl)cc2NC(=O)c2ccc(-n3nc(C)cc3C)cc2)CC1 the results were CaV13 FRET inh -18, HTR2A ag -11, PDI turbidity -2, NR2E3 ag-1 -2, HIF-2a inh -5, NR2E3 ag-2 18, TRPM1 prom inh -10, H9c2 protect 40, Peg3 prom inh 22, hiPSC survival 1.3 and Shn3 3UTR inh 1.
`Cc1nc2ccccc2nc1CN1CCC(CO)(CC2CCCCO2)CC1` (stereo not drawn) gave CaV13 FRET inh -6, HTR2A ag 2, PDI turbidity -2, NR2E3 ag-1 -2, HIF-2a inh 23, NR2E3 ag-2 -23, TRPM1 prom inh 9, H9c2 protect 0, Peg3 prom inh 10, hiPSC survival -0.6 and Shn3 3UTR inh 5.
For CC[n+]1ccc(C)c2cc(SC(F)(F)F)ccc21 the results were HTR2A ag -4, PDI turbidity -1, NR2E3 ag-1 -1, HIF-2a inh 18, NR2E3 ag-2 -11, TRPM1 prom inh -7, H9c2 protect 2, Peg3 prom inh 4, hiPSC survival -0.5 and Shn3 3UTR inh -7.
CC(=O)C1CCC2C3CCC4=CC(=O)C=CC4(C)C3C(=O)CC12C (stereo not drawn) was read as CaV13 FRET inh -8, HTR2A ag 1, PDI turbidity -4, HIF-2a inh 5, NR2E3 ag-2 11, TRPM1 prom inh 9, H9c2 protect 3, Peg3 prom inh 15, hiPSC survival -1.4 and Shn3 3UTR inh 12.
For Cc1cc2ccccn2c1C(=O)c1cccc([N+](=O)[O-])c1 the results were CaV13 FRET inh -2, HTR2A ag 1, PDI turbidity 8, NR2E3 ag-1 0, HIF-2a inh -3, NR2E3 ag-2 -17, TRPM1 prom inh 12, H9c2 protect -16, Peg3 prom inh 8, hiPSC survival 1.1 and Shn3 3UTR inh 16.
Screening Cc1ccccc1NC(=O)COC(=O)C1CC2CCCC(C1)C2=O (stereo not drawn) returned CaV13 FRET inh -2, HTR2A ag 0, PDI turbidity 14, NR2E3 ag-1 0, HIF-2a inh 14, NR2E3 ag-2 1, H9c2 protect -8, Peg3 prom inh 6, hiPSC survival -0.5 and Shn3 3UTR inh -16.
For C=CCC1C=CCC(CC=C)N1C(=O)c1ccccc1[N+](=O)[O-] (stereo not drawn) the results were CaV13 FRET inh -4, HTR2A ag -2, PDI turbidity -4, NR2E3 ag-1 2, HIF-2a inh 12, NR2E3 ag-2 7, TRPM1 prom inh 18, H9c2 protect 1, Peg3 prom inh 12, hiPSC survival 0.8 and Shn3 3UTR inh 23.
CC1(C)C(CO)=CC(=O)C2=C1SCC(=O)N2 was read as CaV13 FRET inh -5, HTR2A ag 2, PDI turbidity -3, NR2E3 ag-1 0, HIF-2a inh -1, NR2E3 ag-2 -12, TRPM1 prom inh 1, H9c2 protect 0, Peg3 prom inh -4, hiPSC survival 4.0 and Shn3 3UTR inh -2.
Screening COc1ccc(NS(=O)(=O)c2ccc(N3CCCC3=O)cc2)cn1 returned CaV13 FRET inh -4, HTR2A ag 2, PDI turbidity -1, NR2E3 ag-1 2, HIF-2a inh 4, NR2E3 ag-2 -10, TRPM1 prom inh 14, H9c2 protect 0, Peg3 prom inh 20, hiPSC survival 17 and Shn3 3UTR inh 33.
For O=C1C=C(c2ccc(Cl)c(C(F)(F)F)c2)C[C@@H](c2ccc3c(c2)OCO3)C1 the results were CaV13 FRET inh 6, HTR2A ag -7, PDI turbidity -2, NR2E3 ag-1 3, HIF-2a inh -16, NR2E3 ag-2 -6, TRPM1 prom inh -10, H9c2 protect -9, Peg3 prom inh -7, hiPSC survival 2.7 and Shn3 3UTR inh 0.
`Cc1cc2c(NC3CCCCC3)ncnc2s1` gave CaV13 FRET inh -5, HTR2A ag 3, PDI turbidity -15, HIF-2a inh 6, NR2E3 ag-2 -4, TRPM1 prom inh 10, H9c2 protect -14, Peg3 prom inh 4, hiPSC survival 0.2 and Shn3 3UTR inh 42.
`Cc1c(NC(=O)C(C)Oc2ncnc3ccccc23)c(=O)n(-c2ccccc2)n1C` (stereo not drawn) gave HTR2A ag -3, PDI turbidity -2, NR2E3 ag-1 2, HIF-2a inh 0, NR2E3 ag-2 -1, TRPM1 prom inh -3, H9c2 protect 2, Peg3 prom inh 5, hiPSC survival 11 and Shn3 3UTR inh -16.
Screening CC(C)N(Cc1nc(-c2ccccc2)no1)C(=O)CCCN1C(=O)c2ccccc2C1=O returned CaV13 FRET inh -8, HTR2A ag -2, PDI turbidity 1, NR2E3 ag-1 3, HIF-2a inh 15, NR2E3 ag-2 10, TRPM1 prom inh -7, H9c2 protect 0, Peg3 prom inh -1, hiPSC survival -0.5 and Shn3 3UTR inh 12.
Screening Cc1ccc(OCC(=O)Nc2ccc(N3CCOCC3)cc2)c([N+](=O)[O-])n1 returned CaV13 FRET inh 0, HTR2A ag -1, PDI turbidity -4, NR2E3 ag-1 1, HIF-2a inh 17, NR2E3 ag-2 -6, TRPM1 prom inh -2, H9c2 protect 11, Peg3 prom inh 9, hiPSC survival -0.1 and Shn3 3UTR inh -4.
For CCOc1ccc(S(=O)(=O)NCc2cccnc2)cc1 the results were CaV13 FRET inh -18, HTR2A ag 2, PDI turbidity -3, NR2E3 ag-1 -5, HIF-2a inh 18, NR2E3 ag-2 6, TRPM1 prom inh 2, H9c2 protect -3, Peg3 prom inh 10, hiPSC survival -0.5 and Shn3 3UTR inh 17.
`Cc1ccccc1CNC(=O)CCn1nc(C)c2c(C)n(-c3ccccc3)nc2c1=O` gave CaV13 FRET inh -13, HTR2A ag -4, PDI turbidity -7, NR2E3 ag-1 2, HIF-2a inh 13, NR2E3 ag-2 -11, TRPM1 prom inh 0, H9c2 protect 1, Peg3 prom inh 14, hiPSC survival -0.5 and Shn3 3UTR inh 4.
Screening COc1ccc2c(c1)nc(SCC(=O)c1cccs1)n2C returned CaV13 FRET inh -7, HTR2A ag 0, PDI turbidity 2, NR2E3 ag-1 2, HIF-2a inh -123, NR2E3 ag-2 -9, TRPM1 prom inh -4, H9c2 protect 11, Peg3 prom inh -60, hiPSC survival -0.5 and Shn3 3UTR inh -34.
`Cc1c(C(=O)N2CCc3ccccc3C2)oc2ccc(Br)cc12` gave CaV13 FRET inh -2, HTR2A ag -2, PDI turbidity -2, NR2E3 ag-1 -1, HIF-2a inh -180, NR2E3 ag-2 -96, TRPM1 prom inh -37, H9c2 protect -4, Peg3 prom inh -185, hiPSC survival 0.0 and Shn3 3UTR inh -21.
Screening CCOC(=O)CN(C(=O)c1ccccc1[N+](=O)[O-])C(C)(C)C returned CaV13 FRET inh -4, HTR2A ag -3, PDI turbidity -7, NR2E3 ag-1 2, HIF-2a inh 18, NR2E3 ag-2 -6, TRPM1 prom inh -23, H9c2 protect 2, Peg3 prom inh 10, hiPSC survival -0.6 and Shn3 3UTR inh -6.
COc1ccc(CNC(=O)COC(=O)c2ccc(C)c(S(=O)(=O)N3CCOCC3)c2)cc1OC was read as CaV13 FRET inh -8, HTR2A ag 4, PDI turbidity -1, NR2E3 ag-1 2, HIF-2a inh 1, NR2E3 ag-2 -35, TRPM1 prom inh -2, H9c2 protect -12, Peg3 prom inh 4, hiPSC survival 3.0 and Shn3 3UTR inh -3.
CCCOc1ccc2nc(C)c(CCC)c(SC(=N)N)c2c1 was read as CaV13 FRET inh -5, HTR2A ag 11, PDI turbidity 19, NR2E3 ag-1 0, HIF-2a inh 5, NR2E3 ag-2 -19, TRPM1 prom inh 14, H9c2 protect -1, Peg3 prom inh 12, hiPSC survival -0.5 and Shn3 3UTR inh 7.
CC(C)CC1Nc2ncnc(N3CCCCC3)c2N(Cc2ccc(Br)cc2)C1=O (stereo not drawn) was read as CaV13 FRET inh -10, HTR2A ag -2, PDI turbidity 16, NR2E3 ag-1 -1, HIF-2a inh 25, NR2E3 ag-2 -31, TRPM1 prom inh -3, H9c2 protect -10, Peg3 prom inh -4, hiPSC survival -0.6 and Shn3 3UTR inh -18.
`CN1CCN(CCCNC(=O)c2ccc(/C=C3\Oc4ccccc4N(Cc4ccccc4F)C3=O)cc2)CC1` gave CaV13 FRET inh -7, HTR2A ag -2, PDI turbidity -5, NR2E3 ag-1 0, HIF-2a inh 4, NR2E3 ag-2 9, TRPM1 prom inh 34, H9c2 protect -10, Peg3 prom inh 69*, hiPSC survival -0.3 and Shn3 3UTR inh 3.
`Cc1noc(C)c1COC(=O)[C@H](C)NS(=O)(=O)c1ccc(Cl)c(Cl)c1` gave CaV13 FRET inh -5, HTR2A ag 1, PDI turbidity 4, NR2E3 ag-1 3, HIF-2a inh 16, NR2E3 ag-2 -29, TRPM1 prom inh -5, H9c2 protect -5, Peg3 prom inh -2, hiPSC survival 4.2 and Shn3 3UTR inh 7.
COc1ccc(-c2csc3ncn(Cc4ccccc4)c(=O)c23)cc1 was read as CaV13 FRET inh -1, HTR2A ag -6, PDI turbidity -14, NR2E3 ag-1 3, HIF-2a inh 26, NR2E3 ag-2 13, H9c2 protect 0, Peg3 prom inh 30, hiPSC survival -0.4 and Shn3 3UTR inh -2.
